Compound activity deposited in PubChem BioAssay by National Center for Advancing Translational Sciences (NCATS).
USP1 inh: Inhibitors of USP1/UAF1: Primary Screen; Ubiquitin carboxyl-terminal hydrolase 1 (Homo sapiens), O94782; recombinant USP1/UAF1, Ub-Rhodamine cleavage fluorescence; Potency, µM (series often up to 57.1 µM), inactives show top-dose activity change, negative = inhibition, usual class: inhibitors; actives 0.23% (n = 390,000); AID 743255, 2014; further: on the % scale 0 is the no-effect control and ±100 the full control effect; nearly all actives have a fitted effect of over 60% in size; inactives centre near -12
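USP1/UAF1 complex at 1 nM was preincubated with compound for 15 min at room temperature, then Ub-Rho substrate (150nM final) was added. Fluorescence (480/540 nm) was read kinetically, 6 reads every 60 seconds.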
Vif-APOBEC3G blk: qHTS for Inhibitors of Vif-A3G Interactions: qHTS; DNA dC->dU-editing enzyme APOBEC-3G (Homo sapiens), Q9HC16; HeLa A3G-eYFP + Vif (tagged APOBEC3G with the HIV-1 protein that degrades it), YFP fluorescence, overnight; Potency, µM (highest dose often 46.1 µM), for inactives: top-dose activity, negative = active, hits mostly inhibitors; actives 0.076% (n = 410,000); AID 602310, 2012;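 further: on the % scale 0 is the no-effect control and ±100 the full control effect; nearly all actives have a fitted effect of over 60% in size; hits raise eYFP signal because A3G escapes Vif-driven loss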
Target sequence (Q9HC16 whole entry, looked up): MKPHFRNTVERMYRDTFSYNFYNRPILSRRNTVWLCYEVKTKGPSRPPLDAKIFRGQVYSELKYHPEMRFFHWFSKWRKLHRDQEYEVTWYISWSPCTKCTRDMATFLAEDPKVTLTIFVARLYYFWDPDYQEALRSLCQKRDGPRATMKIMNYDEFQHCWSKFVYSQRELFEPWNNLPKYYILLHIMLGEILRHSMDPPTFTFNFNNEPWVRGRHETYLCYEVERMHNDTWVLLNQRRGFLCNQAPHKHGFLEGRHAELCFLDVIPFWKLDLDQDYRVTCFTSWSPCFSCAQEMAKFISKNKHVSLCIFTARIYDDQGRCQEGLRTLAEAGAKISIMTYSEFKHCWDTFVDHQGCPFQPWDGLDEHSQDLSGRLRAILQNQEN
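HeLa cells stably expressing Vif and C-terminally eYFP-tagged A3G, seeded overnight at 37 deg C, then exposed to compound by pintool overnight at 37 deg C. Rise in yellow fluorescence (Ex 488/Em 500-530, Acumen) marks blocked Vif-driven A3G degradation.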
RXFP1 agonist: qHTS Assay for Agonists of the Relaxin Receptor RXFP1 | Relaxin receptor 1 (Homo sapiens), Q9HBX9 | HEK293T-RXFP1 cAMP TR-FRET, 30 min; response scale: percent of porcine relaxin response, buffer zero | Potency, µM (titrated, usually from 57.5 µM), for the others: at the top dose activation, usual class: activators | actives 0.3% (n = 370,000) | AID 2676, 2010; further: on the % scale 0 is the no-effect control and ±100 the full control effect; nearly all actives have a fitted effect of over 60% in size; many of its hits are not listed in these tables
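HEK293 cells stably expressing RXFP1, treated 30 min at 37C with compounds plus PDE4 inhibitor Ro 20174; cAMP measured by HTRF TR-FRET. Normalized to buffer and 29 nM porcine relaxin; EC50 by Hill fit.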
IDH1 R132H inh: qHTS for Inhibitors of mutant isocitrate dehydrogenase 1 (IDH1): qHTS | actives 0.093% (n = 390,000) | IDH1-R132H enzyme, NADPH consumption, diaphorase/resazurin fluorescence | AID 602179, 2012 | Isocitrate dehydrogenase [NADP] cytoplasmic (Homo sapiens), O75874 | Potency, µM (doses to about 76.6 µM), without a hit: top-dose activity change, negative = inhibition, hits mostly inhibitors; further: on the % scale 0 is the no-effect control and ±100 the full control effect; nearly all actives have a fitted effect of over 65% in size
Target sequence (O75874 whole entry R132H, stated change not applied): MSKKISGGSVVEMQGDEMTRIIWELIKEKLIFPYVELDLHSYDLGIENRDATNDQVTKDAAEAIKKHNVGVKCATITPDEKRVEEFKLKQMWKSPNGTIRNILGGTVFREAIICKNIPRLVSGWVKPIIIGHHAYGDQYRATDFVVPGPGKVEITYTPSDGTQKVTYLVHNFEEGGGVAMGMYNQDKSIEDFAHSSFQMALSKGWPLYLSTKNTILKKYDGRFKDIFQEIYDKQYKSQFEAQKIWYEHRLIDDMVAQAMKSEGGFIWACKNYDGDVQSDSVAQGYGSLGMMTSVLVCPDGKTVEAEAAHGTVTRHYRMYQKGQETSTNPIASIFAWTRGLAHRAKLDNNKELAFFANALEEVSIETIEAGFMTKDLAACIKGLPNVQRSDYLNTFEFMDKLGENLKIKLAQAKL
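IDH1-R132H (0.5 ug/mL) preincubated 30 min with compound, then NADPH (0.016 mM) and alpha-KG (2 mM) added; 80 min at RT, pH 7.5. Remaining NADPH coupled via diaphorase/resazurin to fluorescence (540/590 nm); concentration-response curves normalized to no-enzyme control.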
RGS4 inhibitor: Inhibitors of Regulator of G Protein Signaling (RGS) 4: qHTS. actives 0.039% (n = 390,000). Transcreener GDP fluorescence polarization, RGS4-accelerated GTP hydrolysis. AID 504845, 2011. Potency, µM (titrated, usually from 114 µM), without a hit: top-dose activity change, negative = inhibition, most hits filed as inhibitors. Regulator of G-protein signaling 4 (Homo sapiens), P49798; further: on the % scale 0 is the no-effect control and ±100 the full control effect; nearly all actives have a fitted effect of over 75% in size; some results filed as inactive show a strong effect at the top dose
Target sequence (P49798 whole entry, looked up): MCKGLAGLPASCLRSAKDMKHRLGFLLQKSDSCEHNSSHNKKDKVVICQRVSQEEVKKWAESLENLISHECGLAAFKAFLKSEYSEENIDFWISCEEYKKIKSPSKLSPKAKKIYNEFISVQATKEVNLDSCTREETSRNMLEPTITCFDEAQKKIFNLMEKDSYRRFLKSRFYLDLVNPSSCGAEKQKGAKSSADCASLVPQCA
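MLSMR compounds (23 nl, pin-transferred) preincubated 10 min at room temperature with a 500nM (2x) first reagent, then RGS4 at 900nM (2x) plus Transcreener GDP mix added; fluorescence polarization (620/688 nm) read before and after 90 min at 30 °C.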
ALOX12 inh: Primary qHTS assay for inhibitors of human arachidonate 12S-lipoxygenase (ALOX12): Round 2; Polyunsaturated fatty acid lipoxygenase ALOX12 (Homo sapiens), P18054; purified 12hLO, xylenol orange hydroperoxide absorbance; actives 1.1% (n = 580,000); Potency, µM (series often up to 108 µM), for the others: at the highest dose activity change, negative = inhibition, usual class: inhibitors; further: on the % scale 0 is the no-effect control and ±100 the full control effect
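Hydroperoxide product was detected by ferrous iron/xylenol orange as the 573 to 405 nm absorbance ratio. Arachidonic acid at 40 uM (final) was turned over for 30 min at room temperature by 150 nM human 12hLO, pH 7.0 Hepes buffer, after 15 min compound preincubation.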
Vif-APOBEC3F blk: qHTS for Inhibitors of Vif-A3F Interactions: qHTS | actives 0.2% (n = 390,000) | HeLa A3F-eYFP + Vif (tagged APOBEC3F with the HIV-1 protein that degrades it), YFP fluorescence increase | AID 602313, 2012 | Potency, µM (doses to about 46.1 µM), without a hit: at the top dose activity, negative = active; further: % of control where 0% means no effect; nearly all actives have a fitted effect of over 65% in size
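HeLa cells stably expressing A3F-eYFP plus Vif, plated and incubated overnight at 37 deg C, then exposed to compounds overnight at 37 deg C. Blocked degradation read as raised yellow fluorescence (Ex 488/Em 500-530).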
TrxR1 inh: qHTS Assay for Inhibitors of Mammalian Selenoprotein Thioredoxin Reductase 1 (TrxR1): qHTS; Thioredoxin reductase 1, cytoplasmic (Rattus norvegicus), O89049; recombinant rTrxR1, NADPH fluorescence consumption, selenite substrate; Potency, µM (titrated, usually from 114 µM), for inactives: top-dose activity change, negative = inhibition, most hits filed as inhibitors; actives 1% (n = 390,000); further: on the % scale 0 is the no-effect control and ±100 the full control effect; nearly all actives have a fitted effect of over 65% in size
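Rat TrxR1 (90 nM in the dispensed reagent) was pre-reduced with 400 uM NADPH for 5 min at room temperature, then incubated with compound for 15 min. After 400 uM selenite was added, NADPH fluorescence (Ex 340/Em 450 nm) was followed for 8 min.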
TrxR1 substrate: qHTS Assay for Substrates of Mammalian Selenoprotein Thioredoxin Reductase 1 (TrxR1): qHTS | actives 0.01% (n = 390,000) | Potency, µM (titrated, usually from 114 µM), for inactives: at the top dose activity change, negative = substrate turnover | purified TrxR1 substrate turnover, NADPH consumption readout; further: on the % scale 0 is the no-effect control and ±100 the full control effect; nearly all actives have a fitted effect of over 50% in size
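Rat TrxR1, dispensed at 90 nM, was prereduced with 400 uM NADPH (final) for 5 min at ~22 deg C, then incubated with compound 15 min before 400 uM selenite. A first-read NADPH fluorescence drop versus no-compound background flagged substrates.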
The depositor's hits bear a star; ? = inconclusive; · = no result given; [ ] = remark or other dose. The call rests on the fitted dose curve; in most records, active means well fitted curve in the direction sought with a large enough effect; inconclusive means small, poorly fitted or top-dose-only effect, or another doubt; inactive means no such curve, though single readings can be large; an effect the other way counts as inactive or inconclusive. Potency means the concentration at half of the fitted maximal effect. A portion of the library; the hit share may differ from the screen's.

SMILES | USP1 inh | Vif-APOBEC3G blk | RXFP1 agonist | IDH1 R132H inh | RGS4 inhibitor | ALOX12 inh | Vif-APOBEC3F blk | TrxR1 inh | TrxR1 substrate
Cc1cccc(-c2c3c(nc4c2c(=O)n(C)c(=O)n4C)-c2ccccc2C3O)c1 (stereo not given) | -28% | 0% | · | 2% | -9% | 1% | -12% | -8% | 4%
CN1CCN(c2ncc3c(n2)CCN(Cc2ccccc2Cl)C3)CC1 | -14% | 0% | 8.8% | -7% | 25% | ? | 0% | 11%[57.1 µM] | 3%[57.1 µM]
O=C(Cc1c(O)c2ccccc2[nH]c1=O)NCc1ccc(F)cc1 | -22% | 0% | -0.7% | 4% | -11% | ? | 4% | 9%[57.1 µM] | 9%
CC(NC(=O)c1cccc(S(=O)(=O)N(C)C)c1)c1nc2ccccc2[nH]1 (stereo not given) | -22% | 3% | -1.9% | 2% | -7% | -7% | 5% | 17%[57.1 µM] | 7%[57.1 µM]
Nn1c(SCC(=O)Nc2ccccc2Br)nnc1-c1ccco1 | -21% | 5% | 0.9% | 0% | -3% | -1% | 2% | 27% | 83%[activator]
Cc1ccc(CNC(=O)CNS(=O)(=O)c2cccc3nsnc23)cc1 | -19% | -5% | 2.4% | 1% | -7% | 0% | 6% | 20%[57.1 µM] | 7%[57.1 µM]
C=CCNC(=O)COC(=O)c1cccnc1Nc1ccccc1F | 1% | 0% | -0.2% | -3% | 11% | 0% | 3% | 19%[57.1 µM] | 3%[57.1 µM]
COC(=O)c1ccc(CN(c2ccccn2)S(=O)(=O)c2ccccc2)cc1 | 2% | 0% | 4.1% | 1% | 28% | 15% | -3% | 33%[57.1 µM] | 25%[57.1 µM]
CC(C)c1nc2oc3c(NCc4cccnc4)ncnc3c2c2c1CCC2 | -9% | 2% | 1.8% | -5% | 15% | 0% | 0% | 22% | 26%
Cc1ccc(-c2csc(Cc3nc(-c4ccc5c(c4)CCC(=O)N5)cs3)n2)cc1 | -14% | -28% | 8.6% | -11% | -25% | -20% | -22% | 11% | -1%
COCC(C)n1c(C)cc(C(=O)COC(=O)c2cccn2C)c1C (stereo not given) | 2% | 5% | · | -17% | 19% | -6% | -4% | -13% | -11%
CCc1cc(C(=O)NC2CCCc3c2cnn3-c2cccc(C)c2C)n(C)n1 (stereo not given) | 2% | -11% | 0.1% | -5% | 6% | -1% | 3% | -5%[57.1 µM] | 1%[57.1 µM]
O=C1CCCCC1C(O)(C(=O)c1ccccc1)c1ccccc1 (stereo not given) | -16% | -11% | · | -9% | · | -21% | 5% | · | ·
Cc1cc(OC(=O)Cc2cccc3ccccc23)c([N+](=O)[O-])c(=O)[nH]1 | -10% | -2% | -0.7% | 1% | 2% | ? | 0% | -19% | -11%
O=c1c2ccccc2cnn1Cc1n[nH]c(=S)n1-c1ccccc1 | 3% | 4% | 13% | -3% | -11% | -26% | -2% | -17% | 0%
O=Cc1ccc(-c2ccccc2OC(F)(F)F)o1 | -2% | -1% | 1.5% | 5% | -18% | 0% | 1% | 1%[57.1 µM] | 1%[57.1 µM]
CCOc1cc(CN2CCCC(CO)(Cc3ccc(F)cc3F)C2)ccc1OC (stereo not given) | -14% | 2% | -0.3% | 9% | -46% | 0% | -2% | 27% | 9%
CCC(C)c1ccccc1N1CC(C(=O)N2CCN(C(=O)c3ccco3)CC2)CC1=O (stereo not given) | -2% | 1% | 0.5% | -3% | 29% | 2% | -5% | -6% | 1%
COc1ccc(/C=C\C(=O)c2c(O)ccc3c(C)cc(=O)oc23)cc1OC | -11% | -3% | -0.8% | 3% | ? | ? | 1% | -19%[57.1 µM] | -6%[57.1 µM]
CC1C(=O)N2CCCc3cc(NC(=O)C(=O)NCc4cccnc4)cc1c32 (stereo not given) | 0% | 1% | 0.4% | 2% | -23% | 18% | 0% | 1% | -1%
Cc1ccc(-n2c(-c3ccccc3)n[nH]c2=S)cc1 | -26% | 1% | 7.4% | 3% | -15%[11.4 µM] | ? | 5% | -29% | 6%[57.1 µM]
CC(C)=CCC(C)(C)C1OCCN1C(=O)Nc1ccccc1 (stereo not given) | -24% | 0% | 0.1% | 0% | -21% | -20% | -3% | 3% | -9%
O=S(=O)(c1ccc2c(c1)nc1n2CCC1)N1CCOCC1 | -12% | -1% | -0.1% | 1% | 14% | -3% | 0% | 14% | 0%
O=C(CSc1ccccn1)c1ccc2c(c1)OCO2 | -11% | -10% | 0.4% | 13% | -33% | ? | -8% | 3% | 0%
CCOc1cc(CNCCO)cc(Br)c1OCc1cccs1 | -15% | 2% | -1.5% | -1% | 4% | 0% | -6% | 19%[57.1 µM] | 9%[57.1 µM]

Next section
SMILES | USP1 inh | Vif-APOBEC3G blk | RXFP1 agonist | IDH1 R132H inh | RGS4 inhibitor | ALOX12 inh | Vif-APOBEC3F blk | TrxR1 inh | TrxR1 substrate
COC1=C/C(=C/c2c(N)n3nc(CC(=O)N4CCCC4)sc3nc2=O)C=CC1=O | -17% | -2% | 1.9% | 5% | 23%[11.4 µM] | -28% | ? | 1% | -11%
CCc1nc2ccccc2c2nc3ccccc3n12 | -7% | -23% | 11% | 0% | 23% | -4% | 1% | -6% | 5%
O=C(O)CNC(=O)CC12CC3CC(CC(C3)C1)C2 | -5% | 0% | 0.9% | 2% | 34% | -20% | 1% | 12%[57.1 µM] | 10%[57.1 µM]
COC(=O)Nc1ccc(S(=O)(=O)N2CCCC(C(=O)NCC3CCCO3)C2)cc1 (stereo not given) | -5% | -1% | · | 4% | 9% | 0% | -14% | 10% | 3%
N#CCCn1cc(C(=O)NCc2ccccc2)c(-c2cccs2)n1 | -20% | 6% | 0.6% | 13% | -18% | 1% | 5% | 3% | -2%
CCCCNC(=O)COC(=O)C1CCN(S(=O)(=O)c2ccc3c(c2)OCCO3)CC1 | -11% | 2% | -1.0% | -11% | 13% | ? | -5% | 16% | -6%
CCSc1nc(O)c(C(c2cccc(OC)c2)c2c(O)nc(SCC)[nH]c2=O)c(=O)[nH]1 | -26% | 2% | -0.6% | 3% | -17% | -14% | 5% | ? | -4%[57.1 µM]
COc1cccc(C2CC(c3ccc(Cl)cc3Cl)n3nc(N)nc3N2)c1 (stereo not given) | -6% | -8% | 1.8% | 0% | 24% | ? | -10% | 35%[activator][57.1 µM] | 9%[57.1 µM]
CCOc1ccc(NC(=O)COC(=O)CC2CC3CCC2C3)cc1 (stereo not given) | -20% | 4% | · | -5% | -10% | 4% | 2% | 27% | 2%
O=C(NC(=S)NCc1cccnc1)c1cccc2ccccc12 | -15% | -1% | 1.8% | 3% | -4% | 0% | 25% | -10% | -1%
O=C(CNC(=O)c1ccccc1)N/N=C/c1ccc([N+](=O)[O-])o1 | -26% | -24% | -0.4% | 2% | -33% | -18% | -2% | -33% | -3%
CCCOc1ccc(N2CC(C(=O)NC3=NCCS3)CC2=O)cc1 (stereo not given) | -28% | -5% | 2.6% | 2% | -7% | 5% | ? | 12% | 2%
COc1ccc(NC(=O)CSc2nnnn2-c2ccc(OC)cc2)cc1 | -3% | 0% | -0.7% | 4% | -18% | 47%[activator] | -19% | 19% | 6%[57.1 µM]
CC(C)C(C(=O)Nc1nccs1)c1ccc(Cl)cc1 (stereo not given) | -1% | -1% | 3.0% | 3% | -35% | -2% | 1% | 2%[57.1 µM] | 5%[57.1 µM]
CCc1nnc(NC(=O)C2CC(=O)N(CCc3ccccc3)C2)s1 (stereo not given) | -8% | 3% | 1.0% | 8% | -3%[56.9 µM] | 23% | -4% | 44%[activator] | 20%

Limited to Vif-APOBEC3G blk, TrxR1 substrate and RGS4 inhibitor, for some of the entries so far:
Molecule,Vif-APOBEC3G blk,TrxR1 substrate,RGS4 inhibitor
O=S(=O)(c1ccc2c(c1)nc1n2CCC1)N1CCOCC1,-1%,0%,14%
CCOc1cc(CNCCO)cc(Br)c1OCc1cccs1,2%,9%[57.1 µM],4%
O=c1c2ccccc2cnn1Cc1n[nH]c(=S)n1-c1ccccc1,4%,0%,-11%
CCC(C)c1ccccc1N1CC(C(=O)N2CCN(C(=O)c3ccco3)CC2)CC1=O (stereo not given),1%,1%,29%
